High-throughput results as filed in PubChem.
ATXN2 expr inh: reduces ATXN2 reporter expression in HEK-293 cells; HEK-293 ATXN2-luciferase reporter, luminescence, 24 h; Potency, µM (highest dose often 57 µM), inactives show at the top dose activity change, negative = inhibition, actives largely listed as inhibitors; 360,000 compounds, 0.72% hits; note: % is set by controls: 0 for no effect and ±100 for the full control effect; nearly all actives have a fitted effect of over 55% in size
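qHTS (up to 57 uM final) was run with 24 h compound exposure of reporter cells at 37 °C. Each well was multiplexed: SteadyGlo luminescence measured ATXN2-luciferase expression after a fluorogenic Gly-Phe-AFC viability readout (25 uM final).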
A549 viability: A549 cytotoxicity, counter-screen for Nrf2 inhibitors. 390,000 compounds, 0.16% hits. A549 ARE-Fluc cells, CellTiter-Fluor viability, 18-24 h. Potency, µM (titrated, usually from 46 µM), without a hit: at the highest dose activity change, negative = cytotoxicity, usual class: inhibitors; note: % is set by controls: 0 for no effect and ±100 for the full control effect
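A549 ARE_Fluc cells in 5% FBS OPTI-MEM were exposed to compounds in concentration-response for 18-24 h at 37 deg C. Viability was read by CellTiter-Fluor fluorescence (Ex 405/Em 525) after 30 min, before the luciferase read.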
Nrf2 ARE act: activates Nrf2 signaling. AREc32 ARE-luciferase reporter (MCF7-derived line), luminescence, 24 h. Potency, µM (series often up to 46.1 µM), without a hit: top-dose activation, usual class: activators. AID 624171. 410,000 compounds, 0.31% hits; note: % of control where 0% means no effect; nearly all actives have a fitted effect of over 65% in size
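Reporter line AREc32 (ARE-Fluc), seeded overnight in OPTI-MEM with 5% FBS; compound pin-transferred, 24 hr at 37 deg C, 5% CO2; luminescent read-out.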
MCF10A rereplic: inducers of DNA re-replication in MCF 10A breast cells; MCF 10A DNA re-replication, Hoechst nuclear intensity, 48 h; Potency, µM (top dose mostly 46.1 µM), for inactives: at the top dose activity, positive = re-replication, most hits filed as activators; 350,000 compounds, 2.9% hits; note: % of control where 0% means no effect; nearly all actives have a fitted effect of over 50% in size
ATXN viability: cell viability loss in ATXN counter-screen; S2 cells (HEK-293 line with an ATXN2-luciferase reporter) viability, CellTiter-Fluor protease fluorescence, 24 h; Potency, µM (titrated, usually from 56.7 µM), hits mostly cytotoxic; 400,000 compounds, 0.49% hits; AID 651635; note: nearly all actives have a fitted effect of over 40% in size
HepG2 tox: kills HepG2 cells in TGF-b inhibitor counter-screen; HepG2 CAGA-GFP viability, ATP luminescence, 18 h; Potency, µM (doses to about 46.1 µM), for the others: top-dose activity change, negative = cytotoxicity, usual class: cytotoxic; 410,000 compounds, 0.76% hits; AID 588856; note: some results filed as inactive show a strong effect at the top dose
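HepG2 CAGA-GFP cells (1000/well, DMEM with 1% FBS) received compound, then TGF-beta at 500 pg/mL final, and were incubated 18 hours at 37 degrees C. Viability was read by CellTiter-Glo luminescence. Media-only wells were set as complete cell-killing and DMSO as no toxicity.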
* hit, by the source's call; i = inactive; ? = inconclusive; . = not tested or not shown; [ ] = dose if it differs, or a comment. Calls come from the whole dose curve; as a rule, active = well fitted curve in the direction sought with a large enough effect; inconclusive = small, poorly fitted or top-dose-only effect, or another doubt; inactive = no such curve, though single readings can be large; an effect the other way counts as inactive or inconclusive. Potency is the fitted concentration of half-maximal effect.

Fields – ATXN2 expr inh	A549 viability	Nrf2 ARE act	MCF10A rereplic	ATXN viability	HepG2 tox
1. CN1CCO[C@H](c2ccccc2)c2ccccc2C1
 : .	.	.	9%[20.6 µM]	.	.
2. C[C@@H](C(=O)O)c1ccc(C(=O)c2cccs2)cc1
 : .	.	.	-4%[20.6 µM]	.	.
3. CC(=O)OCC(=O)[C@@]1(O)CC[C@@H]2[C@H]3CCC4=CC(=O)C=C[C@]4(C)[C@]3(F)[C@@H](O)C[C@@]21C
 : .	.	.	0%[20.6 µM]	.	.
4. C=CCn1c(=O)n(C2OC(CO)C(O)C2O)c2nc(N)[nH]c(=O)c21 (stereo not drawn)
 : .	.	.	3%	.	.
5. CCN(CC)C(=O)Nc1ccc(OC[C@H](O)CNC(C)(C)C)c(C(C)=O)c1
 : .	.	.	1%	.	.
6. C=CCN1CC(C(=O)N(CCCN(C)C)C(=O)NCC)CC2c3cccc4[nH]cc(c34)CC21 (stereo not drawn)
 : .	.	.	-1%	.	.
7. O=C(c1ccccc1)c1ccc2n1CC[C@H]2C(=O)O
 : .	.	.	-1%[20.6 µM]	.	.
8. C[C@H](N[C@@H](C)COc1ccccc1)[C@H](O)c1ccc(O)cc1
 : .	.	.	0%[20.6 µM]	.	.
9. Oc1ccc(/C=C\c2cc(O)cc(O)c2)cc1
 : .	.	.	-1%[20.6 µM]	.	.
10. CCCC[C@H](O)c1ccccc1
 : .	.	.	3%	.	.
11. C[C@H](O)CN(C)C
 : .	.	.	0%	.	.
12. CN[C@H]1[C@@H](O)[C@@H](NC)[C@@H]2O[C@@]3(O)C(=O)C[C@@H](C)O[C@H]3O[C@H]2[C@H]1O
 : .	.	.	-3%[20.6 µM]	.	.
13. OC[C@@H](O)CN1CCN(c2ccccc2)CC1
 : .	.	.	.	i	.
14. CC(C)(CO)[C@H](O)C(=O)NCCC(=O)O
 : .	.	.	.	i	.
15. C#C[C@@]1(O)CC[C@@H]2[C@@H]3CCC4=CC(=O)CC[C@@H]4[C@H]3CC[C@]21CC
 : .	.	.	.	i	.
16. CC(=O)O[C@]1(C(C)=O)CC[C@@H]2[C@@H]3C=C(Cl)C4=CC(=O)[C@H]5C[C@@H]5[C@]4(C)[C@H]3CC[C@]21C
 : .	.	.	.	i	.
17. c1cnc2cc3c(cc2n1)[C@@H]1CNC[C@H]3C1
 : .	.	.	.	i	.
18. CC1(C)C2CC[C@]3(C)[C@H](C(=O)C=C4[C@@H]5C[C@@](C)(C(=O)O)CC[C@]5(C)CC[C@]43C)[C@@]2(C)CC[C@@H]1O[C@H]1O[C@H](C(=O)O)[C@@H](O)[C@H](O)[C@H]1O[C@@H]1O[C@H](C(=O)O)[C@@H](O)[C@H](O)[C@H]1O (stereo partly drawn)
 : .	.	.	.	i	.
19. COc1ccc(-c2cn3cccnc3n2)cc1NC(=O)c1cc(C)cc(C)c1
 : .	6%	4.6%	.	.	-32%
20. CC(C)c1cc(-c2n[nH]c(=O)n2-c2ccc3c(ccn3C)c2)c(O)cc1O
 : 0.077µM*	.	.	.	.	.
21. COc1ccnc2[nH]cc(C(=O)C(=O)N3CCN(C(=O)c4ccccc4)C[C@@H]3C)c12
 : -1%	.	.	.	.	.
22. CS(=O)(=O)c1ccc(-c2cnc(N)c(C(=O)Nc3ccccc3)n2)cc1
 : -12%	.	.	.	.	.
23. CNC(=O)c1nn(C)c2c1C(C)(C)Cc1cnc(Nc3ccc(N4CCN(C)CC4)cc3)nc1-2
 : 1.7µM*	.	.	.	.	.
24. Cc1cc2c(F)c(Oc3ncnn4cc(OC[C@@H](C)O)c(C)c34)ccc2[nH]1
 : 51%[activator]	.	.	.	.	.
25. CC1(C)CNc2cc(NC(=O)c3cccnc3NCc3ccncc3)ccc21
 : 1%	.	.	.	.	.
26. CC(C)(O)CC(=O)NCCn1ccc2ncnc(Nc3ccc(Oc4cccc(C(F)(F)F)c4)c(Cl)c3)c21
 : ?	.	.	.	.	.
27. Cn1c(CNc2ccc(C(=N)N)cc2)nc2cc(C(=O)N(CCC(=O)O)c3ccccn3)ccc21
 : 7%[25.6 µM]	.	.	.	.	.
28. O=C(CC12CC3CC(CC(C3)C1)C2)Nc1cccc2nc(NCCNCCO)ccc12
 : -4%	.	.	.	.	.
29. CCOc1cc2ncc(C#N)c(Nc3ccc(OCc4ccccn4)c(Cl)c3)c2cc1NC(=O)C=CCN(C)C
 : ?	.	.	.	.	.
30. CNC(=O)c1c(F)cccc1Nc1nc(Nc2cc3c(cc2OC)CCN3C(=O)CN(C)C)nc2[nH]ccc12
 : ?	.	.	.	.	.
31. Cc1cnc(Nc2ccc(CN3CCOCC3)cc2)nc1Nc1cccc(S(=O)(=O)NC(C)(C)C)c1
 : -9%	.	.	.	.	.
32. COc1cc(Oc2ccnc3cc(OC)c(OC)cc23)ccc1NC(=O)NC(C)c1nccs1 (stereo not drawn)
 : ?	.	.	.	.	.
33. COc1nccc(-c2c(-c3ccc(F)cc3)ncn2C2CCC(O)CC2)n1 (stereo not drawn)
 : 6%	.	.	.	.	.
34. Cc1cc(Nc2nc(N[C@@H](C)c3ncc(F)cn3)ncc2Cl)n[nH]1
 : ?	.	.	.	.	.
35. O=C(NC1CCOCC1)c1ccc(-c2cc(-c3cn[nH]c3-c3ccccn3)ccn2)cc1
 : -26%	.	.	.	.	.
36. CNC1CCC(N(Cc2cccc(-c3ccncc3)c2)C(=O)c2sc3ccccc3c2Cl)CC1 (stereo not drawn)
 : 24µM*	.	.	.	.	.
37. CCc1cccc(CC)c1NC(=O)N1Cc2[nH]nc(NC(=O)c3ccc(N4CCN(C)CC4)cc3)c2C1
 : -1%	.	.	.	.	.
38. CC(C)NC[C@@H](C(=O)N1CCN(c2ncnc3c2[C@H](C)C[C@H]3O)CC1)c1ccc(Cl)cc1
 : 19µM*	.	.	.	.	.
39. CN(C)CCC=C1c2ccccc2COc2ccc(CC(=O)O)cc21
 : 2%	.	.	.	.	.
40. C#Cc1cccc(Nc2ncnc3cc(OC)c(OCCCCCCC(=O)NO)cc23)c1
 : -39%	.	.	.	.	.
41. CN1CCc2c(n(Cc3ccc(C(=O)NO)cc3)c3ccccc23)C1
 : ?	.	.	.	.	.
42. Cc1ccc(NC(=O)C2(c3ccc4c(c3)OC(F)(F)O4)CC2)nc1-c1cccc(C(=O)O)c1
 : 0.086µM*	.	.	.	.	.
43. COc1ccc(-c2cc3nccn3c(Nc3ncccc3C(N)=O)n2)cc1OC
 : ?	.	.	.	.	.
44. Cc1c(C)n(Cc2ccc(-c3ccccc3C(=O)O)cc2)c2ccc(C(=O)N[C@@H](C)c3ccc([N+](=O)[O-])cc3)cc12
 : ?	.	.	.	.	.
45. Cn1c(=O)c(Oc2ccc(F)cc2F)cc2cnc(NC3CCOCC3)nc21
 : ?	.	.	.	.	.
46. C[C@H](NCc1ccc(OCc2cccc(F)c2)cc1)C(N)=O
 : 19µM*	.	.	.	.	.
47. C[C@]1(c2nc3c(C(N)=O)cccc3[nH]2)CCCN1
 : 12%	.	.	.	.	.
48. Cc1cc([C@@H](C)Nc2ccccc2C(=O)O)c2nc(N3CCOCC3)cc(=O)n2c1
 : -4%[116 µM]	.	.	.	.	.
49. Cc1cnc(-c2cc(N3CCN(C(=O)CCS(C)(=O)=O)CC3)ncc2Cl)c(C)c1
 : 6%	.	.	.	.	.
50. COc1ccc(C2=N[C@H](c3ccc(Cl)cc3)[C@H](c3ccc(Cl)cc3)N2C(=O)N2CCNC(=O)C2)c(OC(C)C)c1
 : ?	.	.	.	.	.

Continued:
Fields – ATXN2 expr inh	A549 viability	Nrf2 ARE act	MCF10A rereplic	ATXN viability	HepG2 tox
51. CCc1cc(Nc2nccc(-c3c(-c4ccc(OC)c(C(=O)Nc5c(F)cccc5F)c4)nc4ccccn34)n2)c(OC)cc1N1CCC(N2CCN(S(C)(=O)=O)CC2)CC1
 : ?	.	.	.	.	.
52. CN(C)C(=O)c1ccc(S(=O)(=O)c2ccc(NC(=O)[C@@](C)(O)C(F)(F)F)c(Cl)c2)cc1
 : -18%	.	.	.	.	.
53. Cc1cncc2cccc(S(=O)(=O)N3CCCN(C(=O)CN)C[C@@H]3C)c12
 : 10%	.	.	.	.	.
54. COc1cccc2cc(-c3nc(C4CCC(C(=O)O)CC4)n4ncnc(N)c34)[nH]c12 (stereo not drawn)
 : ?	.	.	.	.	.
55. COc1cc2ncn(-c3cc(OCc4ccccc4C(F)(F)F)c(C(N)=O)s3)c2cc1OC
 : ?	.	.	.	.	.
56. Cc1ccn(-c2ccc(-c3ncco3)cc2)c(=O)c1-c1ccc2nc(N)ncc2c1
 : -13%	.	.	.	.	.
57. CC(=O)Nc1ccc([C@H](C)C(=O)Nc2ncc(C(C)C)s2)cc1
 : 0.34µM*	.	.	.	.	.
58. CCC(=O)N1CCN(c2ccc(-n3c(=O)ccc4cnc5ccc(-c6cnc7ccccc7c6)cc5c43)cc2C(F)(F)F)CC1
 : 3%	.	.	.	.	.
59. COc1cc2nc(-c3cc(F)ccc3O)nc(N[C@@H]3CNC[C@@H]3C(C)(C)O)c2cc1OC
 : 22µM*	.	.	.	.	.
60. CN1CCC(CNc2ccc3ncc(-c4cccc(OC(F)(F)F)c4)n3n2)CC1
 : 24µM*	.	.	.	.	.
61. C[C@@H](Oc1ccc2[nH]nc(C=Cc3cnn(CCO)c3)c2c1)c1c(Cl)cncc1Cl
 : 22µM*	.	.	.	.	.
62. CCn1c(-c2nonc2N)nc2c(C#CC(C)(C)O)ncc(OC[C@H]3CCCNC3)c21
 : -13%	.	.	.	.	.
63. CCCc1nc(C(C)(C)O)c(C(=O)O)n1Cc1ccc(-c2ccccc2-c2nn[nH]n2)cc1
 : 14%	.	.	.	.	.
64. CC=CC1=C(C(=O)O)N2C(=O)[C@H](NC(=O)[C@H](N)c3ccc(O)cc3)[C@@H]2SC1
 : 15%	.	.	1%	.	.

Not all compounds are listed; count on the stated rates, not on these rows.
